Screening data (PubChem BioAssay)
HTR2A ag: mouse HTR2A agonism via beta-arrestin recruitment; P35363; CHO-K1 mHTR2A beta-arrestin complementation, luminescence; percent of 30 µM serotonin response; activation, % at 7.6 µM; 360,000 tested, 0.66% active; AID 624169;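 active = activation above a run cutoff, the mean activation of all tested compounds plus 3 SD, cut at about 14% in these data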;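 also: 0% = plate median of compound wells and 100% = 30 µM serotonin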
Target sequence (P35363 whole entry, looked up): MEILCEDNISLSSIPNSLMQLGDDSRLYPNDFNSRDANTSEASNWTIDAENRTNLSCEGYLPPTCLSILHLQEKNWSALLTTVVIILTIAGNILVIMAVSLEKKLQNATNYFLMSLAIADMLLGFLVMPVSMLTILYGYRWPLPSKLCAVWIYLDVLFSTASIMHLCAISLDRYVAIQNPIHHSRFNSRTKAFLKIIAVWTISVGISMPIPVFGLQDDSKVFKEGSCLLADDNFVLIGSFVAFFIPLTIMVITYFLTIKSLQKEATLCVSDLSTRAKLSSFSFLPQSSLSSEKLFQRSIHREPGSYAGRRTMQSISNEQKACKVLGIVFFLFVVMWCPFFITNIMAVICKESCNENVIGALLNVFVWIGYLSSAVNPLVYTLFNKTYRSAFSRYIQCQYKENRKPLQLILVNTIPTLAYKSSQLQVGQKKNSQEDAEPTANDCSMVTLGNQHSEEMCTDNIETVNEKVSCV
CaV13 ICDI inh: Primary screen for inhibitors of IQ motif and Ca2+-dependent inactivation inhibitor domain binding in CACNA1D, Förster resonance energy transfer in living cells, … | HEK cells, CFP/YFP FRET ICDI-IQ, plate reader, 10 min; percent FRET-ratio fall versus neutral wells | 340,000 tested, 0.098% active | inhibition, % at 12.3 µM | AID 743397;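 active = mean replicate inhibition of at least 30% and at least 1% of replicates passing that level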;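 also: 0% = median of the neutral control wells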
Vif inh: HIV Vif inhibition. HEK293T cells, Vif self-association by quenched fluorescence, imaging, 24 h. inhibition, % at 7.49 µM. 340,000 tested, 0.35% active. AID 602346; in the data active = inhibition above about 50%, passing the limit was not always enough; also: some results filed as inactive read as strong as hits
aDG glyco act: increases alpha dystroglycan glycosylation. Pro5-aDG cells, alpha-DG glycosylation AlphaScreen (IIH6); 0% Pro5, 100% B10-LARGE cell signal. activation, % at 10 µM. 360,000 tested, 0.22% active;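 active = activation of at least 8% versus controls, or a plate z-score of at least 8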;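 also: Pro5 are CHO cells carrying HIG-tagged alpha-DG that lacks glycosylation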
MC4R barr agon: agonists of human melanocortin 4 receptor (MC4R) beta-arrestin. activation, % at 8.9 µM. AID 540308. 360,000 tested, 0.98% active. U2OS MC4R beta-arrestin complementation, luminescence; percent of melanotan II response, DMSO zero;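 active = activation above a per-plate cutoff, the mean activation of sample wells on that plate plus 3 SD, cut at about 8% in these data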
Target sequence (P32245 whole entry, looked up): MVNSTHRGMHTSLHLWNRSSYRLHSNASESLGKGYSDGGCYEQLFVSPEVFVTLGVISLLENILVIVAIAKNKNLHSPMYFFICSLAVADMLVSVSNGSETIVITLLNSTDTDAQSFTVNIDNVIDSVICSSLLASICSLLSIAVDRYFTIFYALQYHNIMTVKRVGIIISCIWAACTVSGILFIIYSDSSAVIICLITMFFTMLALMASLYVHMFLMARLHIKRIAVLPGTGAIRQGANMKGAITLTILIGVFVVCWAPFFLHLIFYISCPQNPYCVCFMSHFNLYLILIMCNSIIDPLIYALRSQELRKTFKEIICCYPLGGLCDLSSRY
H9c2 protect: modulators protecting cardiomyocytes from myocardial damage; H9c2 cardiomyocytes, H2O2 injury protection, ATPLite, 2 h; protection from H2O2 cell death, % at 20 µM; 360,000 tested, 0.63% active; AID 588492;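 active = compounds giving at least 50% protection of heart cells from peroxide-induced death in the single-dose screen, raw or plate-pattern-corrected value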;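 also: 0% = DMSO wells with peroxide and 100% = DMSO wells without peroxide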
MC4R antagonist: blocks human MC4R cAMP signaling; P32245; MC4R-expressing cells, MTII-stimulated cAMP, LANCE TR-FRET; inhibition, % at 6.5 µM; 360,000 tested, 0.48% active; AID 540295;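 active = inhibition above its plate's cutoff, the mean of tested wells on that plate plus 3 SD, cut at about 29% in these data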;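 also: 0% = Melanotan II alone and 100% = Melanotan II plus saturating MCL0020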
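material = U2OS cells stably expressing human melanocortin 4 receptor (MC4R) | also added = Melanotan II challenge | dosing = single nominal compound dose of 6.5 µM | detection = TR-FRET with Eu-cAMP and labeled anti-cAMP, 671 nm | replication = singlicate | timing = compound 30 min, challenge 1 h, detection 1 h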
PDI turbidity: PDI (human) enzyme inhibition; P07237; PDI insulin aggregation turbidity, A650, 90 min; inhibition, % at 10 µM; 350,000 tested, 0.052% active; AID 588391;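 active = mean inhibition across replicates of 30% or more, whatever share of single replicates reach that level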;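 also: absorbance from insulin aggregation driven by PDI reduction with DTT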
N-glyco inh: N-linked glycosylation inhibition; D54 ERlucT glycosylation luciferase reporter, 24 h; percent of 100 nM tunicamycin response; reporter increase, % at 12.5 µM; 360,000 tested, 0.23% active; AID 588692;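 active = mean luciferase reporter signal, scaled so untreated is 0 and the glycosylation-blocking control 100, at or above a set limit in every replicate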;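 also: luciferase carries N-glycosylation sites so blocking glycosylation raises the light; 0% = median of neutral control wells and 100% = median of 100 nM tunicamycin wells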
ABCB6 inh MLPCN: human ABCB6 transporter inhibition; Q9NP58; K562-ABCB6 porphyrin accumulation, flow cytometry, 1 h; hits give low values; fluorescence ratio to DMSO, % at 10 µM; 360,000 tested, 0.19% active; AID 602162;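 active = fluorescence ratio to DMSO below 75%, the collection mean minus 3 SD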;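 also: signal is porphyrin accumulated inside mitochondria; 100% equals median channel fluorescence of DMSO control wells; lower ratio means ABCB6 inhibition with less porphyrin fluorescence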
* marks the source's active call; other numbers are inactive results; / = not tested or not shown.

SMILES | HTR2A ag | CaV13 ICDI inh | Vif inh | aDG glyco act | MC4R barr agon | H9c2 protect | MC4R antagonist | PDI turbidity | N-glyco inh | ABCB6 inh MLPCN
O=C(C1CCCN(Cc2ccccc2)C1)N1CCCCC1 (stereo unspecified) | -5 | -4 | 13 | -0.1 | -2.6 | 8 | -1 | 8 | -1 | 102
CSCC(=O)NS(=O)(=O)c1ccc(C)cc1 | -4 | -8 | 0 | 0.0 | -1.7 | 10 | -1 | -5 | 3 | 97
COc1ccccc1CCN1CCCC(CN(C)C(=O)c2ccco2)C1 (stereo unspecified) | -10 | -13 | -8 | -0.2 | -1.9 | 3 | 3 | 4 | 2 | 102
Cc1cc(Cl)ccc1NC(=O)CSc1n[nH]c(N)n1 | 2 | -14 | 12 | -0.3 | -1.2 | 0 | 0 | 25 | 2 | 96
C=CCn1c(CNC(=O)c2cccs2)nnc1SCC(=O)c1ccc(Br)cc1 | 1 | -3 | 3 | 0.5 | -1.1 | -4 | -2 | -30 | -5 | 92
CC(C)C(O)(c1ccccc1)C(CN1CCOCC1)c1ccccc1 (stereo unspecified) | 0 | -20 | -5 | -0.1 | 4.0 | -1 | 5 | 13 | 0 | 88
CC(C)(C)c1ccccc1NC(=O)c1ccco1 | -1 | -9 | 10 | -0.1 | -1.1 | -3 | 13 | 1 | 2 | 102
O=C(NN1CCOCC1)c1ccc(Cl)cc1 | 6 | -10 | -1 | 0.8 | 1.5 | 3 | 24 | 6 | 0 | 106
COc1cc(NC(=O)COC(=O)CC(C)(C)C)c(C)cc1[N+](=O)[O-] | 1 | -3 | -8 | 0.5 | -1.4 | 5 | 10 | -2 | -1 | 101
CC(C)NC(=O)/C(=C/c1ccco1)c1ccccc1 | -1 | -7 | 0 | 0.2 | 3.8 | 12 | -1 | 7 | -1 | 101
Cc1ccc2c(CSc3nnc(C4CC4)n3N)cc(=O)oc2c1 | 3 | / | 6 | 0.0 | 1.2 | 5 | 12 | 5 | 0 | 96
COc1ccc(S(=O)(=O)Nc2ccc(Cc3ccncc3)cc2)cc1OC | 8 | -3 | -9 | 0.4 | -0.1 | -10 | 5 | -10 | -3 | 92
CCOC(=O)C1CCCN(C(=O)c2cn(C)c3ccc(S(=O)(=O)N(C)C)cc3c2=O)C1 (stereo unspecified) | 0 | -11 | 7 | -0.1 | 0.2 | -2 | -1 | / | -4 | 102
Cc1ccc(C)c(N(C(=O)CNC(=O)c2ccco2)C(C(=O)NC2CCCCC2)c2ccncc2)c1 (stereo unspecified) | -2 | -7 | 1 | 0.1 | -0.4 | -1 | -1 | 4 | 0 | 95
CCN1CCc2c(sc(NC(=O)Nc3ccc(Cl)c(Cl)c3)c2C(N)=O)C1 | -2 | 59* | / | 5.3 | -1.3 | 27 | 5 | -6 | 1 | 944
Cc1cc(C)n(CC2CC(=O)N(c3ccc(F)c(Cl)c3)C2=O)n1 (stereo unspecified) | 0 | -4 | 5 | 0.1 | -1.3 | -6 | -2 | 4 | 4 | 93
COc1ccccc1OCc1ccc(C(=O)N2CCCCC2)o1 | -2 | -20 | -4 | 0.1 | -1.5 | 0 | 5 | 1 | 0 | 101
CCC1CCCCN1CCCCOc1cccc(Cl)c1 (stereo unspecified) | -15 | -4 | -3 | 0.3 | -2.3 | -6 | 3 | 16 | 0 | 96
CC1(C)CC(=O)C2=C(C1)NC(=O)CC2c1ccc(F)cc1 (stereo unspecified) | -2 | / | -4 | -0.4 | -0.4 | 15 | 14 | -5 | 0 | 102
CN(Cc1ccccc1)C(=O)c1csc([C@@H]2C[C@H](O)[C@@H](CO)O2)n1 | 1 | -5 | -3 | 0.1 | -1.7 | 0 | -4 | 13 | 0 | 102
N#Cc1ccccc1COC(=O)c1cc(S(=O)(=O)N2CCOCC2)ccc1F | 3 | -5 | 0 | 0.4 | -1.3 | 4 | -36 | 0 | -1 | 102
COc1ccc(-c2cc(C(=O)NCc3ccco3)no2)cc1OC | 0 | -3 | 0 | 0.0 | -1.3 | 2 | -4 | -1 | -1 | 85
COc1ccc(-n2cc(-c3ccccc3)c3c(N4CCN(CCO)CC4)ncnc32)cc1 | -7 | -7 | 1 | -0.3 | 2.0 | 20 | -7 | 0 | -3 | 101
COc1ccc(CC(=O)Nc2ccc(C)cc2O)cc1S(=O)(=O)N1CCOCC1 | 4 | -2 | -3 | -0.4 | -1.8 | -2 | 12 | 0 | 1 | 102
Cn1c2ccccc2c2nnc(SCc3ccc4nonc4c3)nc21 | 4 | / | -10 | 1.6 | 3.7 | 6 | -7 | 11 | -1 | 95
O=C(COC(=O)CSc1ccc(Cl)cc1)Nc1ccc2[nH]c(=O)[nH]c2c1 | 2 | -6 | 5 | -0.1 | 0.1 | -1 | 2 | 4 | 0 | 97
CC1CCc2c(C(=O)Nc3ccc(OC(F)(F)F)cc3)csc2C1 (stereo unspecified) | 1 | -4 | 11 | 0.6 | 3.4 | -14 | -2 | -6 | 0 | 100
C#CCNC(=O)C[C@@H]1C[C@@]2(C(=O)OCC)CCC=C2N(Cc2ccc3c(c2)OCO3)C1=O | 3 | -7 | / | -0.2 | / | / | / | / | / | 102
O=C(CCSCCc1ccccn1)Nc1ccc(Cl)cn1 | 5 | -4 | 12 | 0.0 | 0.3 | -1 | 0 | -1 | 0 | 99
O=C(CSc1nc2ccccc2n1Cc1ccc(Cl)cc1)N/N=C/c1ccc(C(=O)O)cc1 | 1 | -3 | 8 | 0.0 | -2.1 | 9 | 4 | -3 | -4 | 109
CC(C)CCNC(=O)C1CCN(S(=O)(=O)c2ccc(-n3cnnn3)cc2)CC1 | 3 | -5 | 7 | 0.0 | 1.6 | -1 | -7 | -8 | -1 | 99
CC1CC2(CC(C)(C(=O)CSc3nc4ccccc4s3)OC2=O)C(=O)O1 (stereo unspecified) | 0 | -6 | 14 | 0.0 | -2.5 | 0 | 9 | 0 | 0 | 96
COc1ccccc1-n1cc(C(=O)N2CCCC(CO)(Cc3ccccc3C)C2)cn1 (stereo unspecified) | -1 | -5 | 20 | 0.2 | 3.2 | 0 | -4 | 1 | -3 | 85
COc1cc(C2C(C#N)=C(N)OC3=C2C(=O)CCC3)c([N+](=O)[O-])cc1OC (stereo unspecified) | 6 | -6 | -1 | 0.1 | -2.5 | 0 | -8 | 1 | 0 | 93
O=C(CNC(=O)c1cccc(OC(F)F)c1)OCc1cc(=O)n2cc(Br)ccc2n1 | 1 | -6 | 6 | 0.2 | 0.0 | 4 | -2 | -6 | 1 | 96
CCOC(=O)N1CCN(S(=O)(=O)c2ccc3c(c2)SCC(=O)N3)CC1 | 3 | -5 | 16 | 0.6 | -2.5 | -9 | -5 | -4 | -1 | 94
COc1cc(C(=O)NC(=S)Nc2nc(-c3ccc(F)cc3)cs2)cc(OC)c1OC | -2 | -2 | 1 | 0.3 | 2.2 | -1 | 19 | -5 | 2 | 99
Cc1cccc(C(=O)Nc2nnc(S(=O)(=O)N3CCCCCC3)s2)c1 | -1 | -7 | -2 | 0.0 | -0.4 | -11 | 2 | -8 | 1 | 100
Fc1ccc(-c2ccc3nccn3c2)cc1Cl | -2 | -8 | -2 | 0.6 | -0.1 | -11 | 4 | 2 | 0 | 103
COc1ccc(NC(=O)C2(C)CCN2Cc2ccc3ccccc3c2)cc1OC (stereo unspecified) | -7 | -6 | / | 0.0 | 1.2 | -5 | 15 | -3 | -1 | 99

Compound profiles, from the list above. Values in the order: HTR2A ag	CaV13 ICDI inh	Vif inh	aDG glyco act	MC4R barr agon	H9c2 protect	MC4R antagonist	PDI turbidity	N-glyco inh	ABCB6 inh MLPCN
COc1ccc(CC(=O)Nc2ccc(C)cc2O)cc1S(=O)(=O)N1CCOCC1 across the screens: 4	-2	-3	-0.4	-1.8	-2	12	0	1	102
CC(C)NC(=O)/C(=C/c1ccco1)c1ccccc1 across the screens: -1	-7	0	0.2	3.8	12	-1	7	-1	101
CCOC(=O)C1CCCN(C(=O)c2cn(C)c3ccc(S(=O)(=O)N(C)C)cc3c2=O)C1 (stereo unspecified) across the screens: 0	-11	7	-0.1	0.2	-2	-1	/	-4	102

Following part.
SMILES | HTR2A ag | CaV13 ICDI inh | Vif inh | aDG glyco act | MC4R barr agon | H9c2 protect | MC4R antagonist | PDI turbidity | N-glyco inh | ABCB6 inh MLPCN
Nc1ccc2oc(-c3ccccc3Cl)nc2c1 | -1 | -5 | 2 | -0.2 | 1.2 | -11 | 13 | -4 | -13 | 101
Cc1cc2cc(CN(Cc3ccc4c(c3)OCO4)C(=O)c3cnccn3)c3nnnn3c2cc1C | -1 | -3 | 1 | -0.6 | -1.2 | 14 | 5 | 3 | 0 | 90
CCc1ccc2[nH]c(=O)c(C(c3nnnn3Cc3ccccc3)N3CCOCC3)cc2c1 (stereo unspecified) | 1 | -4 | -6 | -0.1 | -0.2 | 4 | 3 | 4 | 3 | 94
Cc1ccc(S(=O)(=O)NC(=O)NC2=NC(C)(C)N(c3ccc(Cl)c(Cl)c3)C(N)=N2)cc1 | -4 | -4 | / | -0.1 | / | 2 | / | / | 3 | 103
COc1ccc(NC(=O)CC(C)c2ccccc2)cc1S(=O)(=O)N1CCOCC1 (stereo unspecified) | 2 | -6 | 10 | -0.1 | -2.6 | 6 | 2 | 6 | 0 | 97
COc1ccc(/C=C2/Sc3ccc(C(=O)NCCCN4CCOCC4)cc3NC2=O)cc1OC | -2 | -2 | 28 | 0.0 | -1.4 | 14 | -17 | 6 | 6 | 95
COc1ccc(/C=N/Nc2ccccc2C(=O)O)cc1Cn1cc([N+](=O)[O-])cn1 | 2 | -2 | / | 0.0 | 1.6 | 2 | 25 | 3 | -4 | 95
O=C(N/N=C/c1ccc(OC(=O)c2ccc([N+](=O)[O-])cc2)cc1)c1cccnc1 | -4 | / | 2 | -0.2 | -1.2 | -1 | -6 | 2 | 0 | 99
c1ccc2c(c1)CCN(CCCNc1nc3ccccc3n3cnnc13)C2 | -2 | -7 | 10 | -0.2 | 0.3 | 48 | 10 | 4 | 3 | 99
CCN(CC(=O)N1CCC(C)CC1)S(=O)(=O)c1ccc(C)cc1 | 7 | / | 4 | -0.2 | -3.0 | 5 | 1 | 4 | 2 | 99
CC(C)CCNC(=O)CCCOc1cc(=O)n(C)c2ccccc12 | -1 | -3 | 14 | -0.1 | -1.0 | 5 | 8 | -2 | 31* | 89
COc1cc(-c2nc(-c3ccc(Br)o3)no2)cc(OC)c1OC | 2 | -7 | -1 | 0.1 | -0.6 | 21 | 2 | 7 | 1 | 93
CCN1C(=O)[C@H]2[C@@H](c3ccc(-c4ccc(OC)cc4)cc3)N3CCCC[C@@]3(C(=O)OC)[C@H]2C1=O | 7 | -4 | -22 | -0.3 | 0.4 | -15 | 3 | -10 | -6 | 101
O=C(NNC(=S)Nc1ccccc1C(F)(F)F)c1ccc(Br)o1 | -1 | -1 | -2 | -0.2 | -1.4 | -8 | -2 | 3 | 1 | 97
CC1CCCCC1NC(=O)CN1C(=O)c2ccccc2S1(=O)=O (stereo unspecified) | 9 | -3 | 0 | -0.1 | -3.5 | 2 | -2 | 0 | 1 | 100
